Screens deposited in PubChem BioAssay by Sanford-Burnham Center for Chemical Genomics.
Gli-Sufu antag = Gli-Sufu pathway antagonism. Sufu-KO-LIGHT fibroblasts, Gli luciferase reporter luminescence. inhibition, % at 5 µM. 340,000 compounds, 0.74% hits;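 active means inhibition above about 55%, limit read from the data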;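 further: 0% = DMSO-treated cells and 100% = wells with medium but no cells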
Apaf-1 inh = blocks human Apaf-1 apoptosome activity; O14727; reconstituted apoptosome caspase-3 activity, DEVD-Rh110 fluorescence; inhibition, % at 20 µM; 330,000 compounds, 0.71% hits; active means inhibition of at least 40% at 20 µM;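 further: plate controls were DMSO wells for no effect and DEVD-CHO caspase inhibitor wells for full effect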
Target sequence (O14727 whole entry, looked up): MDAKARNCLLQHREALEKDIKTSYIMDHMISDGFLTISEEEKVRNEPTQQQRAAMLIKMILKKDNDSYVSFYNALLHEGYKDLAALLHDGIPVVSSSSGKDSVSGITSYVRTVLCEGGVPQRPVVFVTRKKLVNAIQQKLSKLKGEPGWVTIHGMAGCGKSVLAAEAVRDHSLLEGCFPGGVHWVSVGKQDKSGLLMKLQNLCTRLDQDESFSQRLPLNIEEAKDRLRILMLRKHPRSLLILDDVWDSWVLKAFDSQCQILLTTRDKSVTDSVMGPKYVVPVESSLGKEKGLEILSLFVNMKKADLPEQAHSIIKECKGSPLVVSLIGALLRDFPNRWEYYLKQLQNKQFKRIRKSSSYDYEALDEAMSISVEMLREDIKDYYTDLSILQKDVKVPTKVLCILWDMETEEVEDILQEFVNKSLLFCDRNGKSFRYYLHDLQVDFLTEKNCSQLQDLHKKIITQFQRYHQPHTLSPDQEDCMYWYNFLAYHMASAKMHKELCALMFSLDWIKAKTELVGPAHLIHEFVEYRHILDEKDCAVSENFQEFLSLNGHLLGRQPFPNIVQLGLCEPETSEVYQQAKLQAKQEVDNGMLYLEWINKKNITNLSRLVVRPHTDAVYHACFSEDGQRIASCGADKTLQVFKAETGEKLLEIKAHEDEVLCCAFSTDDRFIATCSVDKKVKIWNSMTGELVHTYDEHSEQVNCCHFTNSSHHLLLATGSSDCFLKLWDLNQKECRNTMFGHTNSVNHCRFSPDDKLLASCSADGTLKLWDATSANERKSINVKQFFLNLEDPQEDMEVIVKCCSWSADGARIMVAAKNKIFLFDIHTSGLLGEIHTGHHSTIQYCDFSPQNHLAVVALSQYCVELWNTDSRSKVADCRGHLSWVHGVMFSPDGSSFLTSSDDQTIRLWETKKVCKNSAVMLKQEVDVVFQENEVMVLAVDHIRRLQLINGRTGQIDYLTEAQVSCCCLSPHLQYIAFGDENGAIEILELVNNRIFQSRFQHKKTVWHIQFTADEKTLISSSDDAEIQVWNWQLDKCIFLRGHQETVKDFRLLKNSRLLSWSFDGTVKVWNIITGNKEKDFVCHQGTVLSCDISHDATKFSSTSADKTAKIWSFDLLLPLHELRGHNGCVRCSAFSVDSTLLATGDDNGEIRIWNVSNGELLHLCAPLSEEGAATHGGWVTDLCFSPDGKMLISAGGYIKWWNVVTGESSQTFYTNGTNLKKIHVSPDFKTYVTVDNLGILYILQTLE
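System – cell-free apoptosome with Apaf-1, procaspase-3 and caspase-9 · Buffer or medium – pH 7.5 Hepes buffer with CHAPS, BSA, DTT · Also added – cytochrome c with DEVD-Rh110 · Times – 30 min compound preincubation, 50 min activation, room temperature · Technique – Rh110 fluorescence intensity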
Jurkat NFkB inh = inhibitors of the PMA/ionomycin-induced NF-kB reporter in Jurkat cells; PMA/ionomycin-induced NF-kB luciferase reporter, luminescence; inhibition, % at 4 µM; 330,000 compounds, 0.53% hits; AID 435003
SENP8 inh = blocks the human protease SENP8. 330,000 compounds, 1.2% hits. inhibition, % at 10 µM. purified SENP8, Z-RLRGG-aminoluciferin cleavage, luminescence. AID 2540
SENP7 block = inhibitors of human SENP7 protease | AID 434973 | inhibition, % at 5 µM | 330,000 compounds, 1.5% hits | recombinant SENP7, Z-RLRGG-aminoluciferin luminescence, 40 min;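 active means inhibition above about 50% at the single test dose, limit read from the data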;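 further: plate controls were DMSO with enzyme for no effect and no enzyme buffer wells for full effect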
UBC13 inh = human UBC13 polyubiquitination inhibition; P61088; inhibition, % at 20 µM; 330,000 compounds, 0.47% hits; UBC13 polyubiquitin chain formation, TR-FRET; AID 485273; in the data active means inhibition above about 45%, passing the limit was not always enough
697 NFkB inh = inhibitors of the PMA/ionomycin-induced NF-kB reporter in 697 B cells; AID 435022; 330,000 compounds, 0.33% hits; inhibition, % at 4 µM; 697 B-cell NF-kB luciferase reporter, 16 h; in the data active means inhibition above about 35%
HKDC1 inh = inhibitors of human hexokinase HKDC1; Q2TB90; recombinant HKDC1, G6PDH/diaphorase resazurin coupled fluorescence; inhibition, % at 20 µM; 340,000 compounds, 0.16% hits; AID 493160;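 active means inhibition above about 35% when tested at 20 µM, limit read from the data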;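 further: plate controls were DMSO wells with enzyme for no effect and DMSO wells lacking enzyme for full effect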
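Assay system: recombinant HKDC1 hexokinase; detection: coupled resazurin fluorescence, excitation 525 nm, emission 613 nm; benchmarks: DMSO-plus-enzyme-mix negative control, buffer-substituted positive control; compound dosing: single 20 µM dose; schedule: 90 min at room temperature in dark; also added: glucose plus 1 mM ATP as hexokinase substrates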
An asterisk follows results filed as active. Unless noted, no stated cut-off is given here; in the data, active means inhibition above about 50%; inactive means the rest.

SMILES	Gli-Sufu antag	Apaf-1 inh	Jurkat NFkB inh	SENP8 inh	SENP7 block	UBC13 inh	697 NFkB inh	HKDC1 inh
CCCCOC(=O)c1nc(Cl)c(Cl)c(N)c1Cl	15	-6	-12	-13	-6	9	-18	-3
CC(C)CCNC(=O)C(C)N(C(=O)c1snc(C(N)=O)c1N)c1cnc2ccccc2c1 (configuration not stated)	1	6	1	-9	0	19	0	7
Cc1ccc(S(=O)(=O)N2CCC(C(=O)NCC3CC3)CC2)cc1	-25	-4	7	4	-10	0	22	-5
CN(C)c1ccc(S(=O)(=O)NCC(=O)OCC(=O)NC(=O)C2CCCCC2)cc1[N+](=O)[O-]	-10	6	3	-14	-10	-14	15	1
CC1(C(=O)N2CCN(C(=O)c3ccco3)CC2)CC1(Br)Br (configuration not stated)	3	9	8	-1	-7	0	-1	-6
Nc1c(C(=O)O)sc2nc(-c3ccccc3)cc(-c3ccc(Cl)cc3)c12	8	2	9	-4	3	-7	16	2
C=C(C)COc1ccc(-c2nc(N)ncc2-c2ccc(Br)cc2)c(O)c1	6	27	18	-2	-4	8	6	5
Cc1nnc(SC/C=C/c2ccccc2)n(N)c1=O	-1	-17	3	3	-2	-2	25	-3
CCOc1ccc(N2C(=O)CC(N(CCc3ccc(OC)c(OC)c3)C(=O)/C=C/C(=O)O)C2=O)cc1 (configuration not stated)	1	-33	7	7	-3	-8	22	-3
CN(C)S(=O)(=O)c1ccc(N2CCCC2)c(C(=O)Nc2ccccc2)c1	0	9	-30	-12	-11	-1	-3	3
Cc1cc(OCc2ccccc2)ccc1/C(O)=C1/C(=O)C(=O)N(Cc2cccnc2)C1c1ccncc1 (configuration not stated)	11	-5	1	-2	-2	13	16	-2
O=C(CCCc1ccccc1)NCCc1ccccc1	-24	-2	-22	-4	1	7	-3	-6
CN(C)c1ccc(C(=O)Nc2cc(C(F)(F)F)ccc2-n2cncn2)cc1	9	17	-13	4	-2	-4	6	-1
CC(=O)Nc1ccc(NC(=O)c2cc(-c3cc(C)cc(C)c3O)n[nH]2)cc1	3	6	-31	-8	-10	-8	-6	3
COC(C)(C)[C@@H](O)COc1c2ccoc2cc2oc(=O)ccc12	1	2	-8	1	7	7	-14	-5
CCOc1ncccc1C(=O)OCC(=O)NCc1ccccc1	8	10	-2	-7	-6	-2	-7	-7
CCc1ccc(NC(=O)COC(=O)CCc2nc3cc(S(=O)(=O)N(CC)CC)ccc3n2C)cc1	-5	25	11	-14	-6	-2	-8	-7
O=C(Nc1cccc(S(=O)(=O)N2CCCCCC2)c1)C1CCN(C(=O)c2ccc(F)cc2)CC1	18	6	5	11	0	5	-16	-4
CC(=O)c1ccc(OC(=O)N2CCOCC2)cc1	-19	-10	-13	1	4	-5	-32	2
O=C(NC1CCCC1)C(c1ccccc1)N(Cc1ccccc1)C(=O)c1csnn1 (configuration not stated)	17	4	17	5	3	-9	17	3
O=C(CCN1CCOCC1)Nc1ccc(Cl)cc1	1	5	-11	0	-4	-1	0	-8
CN(C(=O)c1ccc2c(c1)CCN2S(C)(=O)=O)c1ccccc1	3	-1	10	1	-8	5	11	-1
CCC(Oc1ccccc1)C(=O)N(C)CC(=O)N(CC(C)C)c1c(N)n(CC(C)C)c(=O)[nH]c1=O (configuration not stated)	-5	5	-1	-5	-1	-1	-13	-7
Cc1ccc(-c2nc3ncccn3c2NC2CCCC2)o1	4	7	-2	-5	-1	-6	15	-4
C/C=C\C(=O)Nc1cccc(C2=NOC3(C2)C[C@@H](C(N)=O)N(C(=O)CC(c2ccccc2)c2ccccc2)C3)c1 (some centres not stated)	-22	10	20	-11	4	-9	-1	0
Going on with the list:
SMILES	Gli-Sufu antag	Apaf-1 inh	Jurkat NFkB inh	SENP8 inh	SENP7 block	UBC13 inh	697 NFkB inh	HKDC1 inh
Cc1cccc(N2CC(C(=O)OCc3ccc([N+](=O)[O-])cc3)CC2=O)c1 (configuration not stated)	4	1	-9	-9	-1	-6	-6	0
O=C(Nc1nnc(SCc2cccnc2)s1)C1CC(=O)N(c2ccc(F)cc2)C1 (configuration not stated)	2	7	2	10	0	-11	-16	-4
CN(C(=O)CCNC(=O)Cn1cnc2ccccc2c1=O)c1ccccc1F	-23	9	-13	-8	-6	2	-4	-1
CCOc1ccc(CN2CCN(S(=O)(=O)c3ccc(NC(C)=O)cc3)CC2)cc1	13	-2	33	-3	-2	5	-9	-5
CCNc1nc(NC(C)C)nc(N(C#N)C(C)C(=O)N(C)C)n1 (configuration not stated)	-6	-9	4	7	4	5	20	-6
OCC[C@H]1C[C@H](O)[C@@H](O)[C@@]2(OCc3ccccc32)O1	-4	-8	4	-8	-9	-6	7	-1
CC(C)(C)OC(=O)N1CCC(Cc2cc(-c3cccnc3)no2)(C(=O)O)CC1	-8	-1	-1	5	-4	-9	-9	-3
Cc1nc(SCC(=O)NC2CCS(=O)(=O)C2)c2c(C)c(C)sc2n1 (configuration not stated)	6	9	-17	-9	-6	0	-1	-5
Cc1ccccc1NCC(=O)N/N=C/c1c(C)c(C(=O)c2ccc(Cl)cc2)n2ccccc12	-3	20	9	5	3	-18	8	1
COc1cc(OC)cc(C(=O)NC(=S)Nc2ccc3c4c(cccc24)CC3)c1	8	4	-6	8	6	1	14	7
Cc1nc2c(c3c1[nH]c1ccccc13)C(O)CC(C)(C)C2 (configuration not stated)	18	-5	7	-6	-6	22	-24	-8
CC(Sc1nc2cc([N+](=O)[O-])ccc2n1-c1cccc(C(F)(F)F)c1)C(=O)NC(N)=O (configuration not stated)	-3	0	6	-12	-8	-15	-28	-13
CCn1c(SCC(=O)Nc2ccc(N3CCOCC3)cc2)nnc1-c1ccco1	-9	9	6	-1	1	-12	-16	-4
CSCCC(NC(=O)c1cc(S(=O)(=O)N2CCOCC2)ccc1F)c1nc2ccccc2[nH]1 (configuration not stated)	4	12	-3	-15	-3	-11	-3	-2
C=CCNC(=S)NNc1nc(Nc2ccccc2)nc(N2CCCCC2)n1	7	16	-2	3	-7	-1	12	-7
O=c1oc2cc(OCc3c(F)cccc3Cl)ccc2cc1-c1ccccn1	6	21	-59	-10	-11	15	-110	-12
COc1ccc(N(CC(=O)Nc2cc(C)ccc2C)S(=O)(=O)c2ccccc2[N+](=O)[O-])c(OC)c1	9	8	-7	-6	-6	-10	14	-5
Cc1ccccc1C(=O)N1CCC(C(=O)NCc2ccc(Cl)cc2)CC1	10	3	2	-6	9	-8	-22	-6
CCC1(C)Cc2ccccc2C(Nc2c(C)n(C)n(-c3ccccc3)c2=O)=N1 (configuration not stated)	-12	-3	0	3	-2	7	6	0
CC1CCCN(C/C=C/c2ccccc2[N+](=O)[O-])C1 (configuration not stated)	6	-18	-3	12	4	19	13	-7
CCCCCC(=O)Nc1cc(S(=O)(=O)N2CCOCC2)ccc1N1CCN(C)CC1	1	-1	14	6	-5	3	24	-3
CCCOc1cccc(C(=O)N(Cc2ccc(OC)c(OC)c2)C2CCS(=O)(=O)C2)c1 (configuration not stated)	4	-5	10	2	-4	7	7	-13
CC(=O)Oc1ccccc1N(C(C)=O)S(=O)(=O)c1ccc2ccccc2c1	-5	7	-10	-1	-1	-5	11	-13
Cc1ccccc1Cn1c(=O)n(CCCC(=O)NCc2ccco2)c(=O)c2sccc21	3	3	2	-1	4	3	4	-1
CCCn1c(=O)c2[nH]c(-c3ccc(OCC(=O)Nc4ccc(C#N)cc4)cc3)nc2n(CCC)c1=O	-7	-10	3	6	1	-35	23	3
More records follow.
SMILES	Gli-Sufu antag	Apaf-1 inh	Jurkat NFkB inh	SENP8 inh	SENP7 block	UBC13 inh	697 NFkB inh	HKDC1 inh
Cc1ccc(OCC(=O)Nc2ccccc2C(N)=O)cc1	-59	-6	-98	-1	2	-1	-97	-3
O=C(COC(=O)c1cc(=O)[nH]c(=O)[nH]1)Nc1cccc(S(=O)(=O)N2CCOCC2)c1	1	3	-11	-2	4	3	4	5
CC(=O)N1CN(C2CCCC2)Cc2c1sc1c2CCCC1	10	12	3	-13	-10	-11	-25	-3
Cc1ccc(-c2nc(CS(=O)CC(=O)NCCN3CCCCCC3)c(C)o2)cc1 (configuration not stated)	16	-1	21	-3	-5	5	2	-3
NC(=O)c1oc2ccccc2c1NC(=O)C1CCCCC1	-2	-3	0	2	0	0	2	-7
O=C(CCS(=O)(=O)c1cccc2nsnc12)N1CCN(c2ccccc2F)CC1	5	9	-25	-6	-19	-20	-42	1
O=C(Cc1ccc(Br)cc1)NC1CCCc2ccccc21 (configuration not stated)	3	13	16	0	0	2	14	-3
CCn1c(SCC(=O)NC2CC2)nnc1-c1ccccn1	-1	1	-4	1	9	-8	-44	-1
CC(=O)NC12CC3CC(C1)CC(C(=O)N1CCN(S(=O)(=O)c4ccc(C(C)C)cc4)CC1)(C3)C2	12	4	-14	2	0	-1	-64	4
COc1ccc(N2CCN(C(=O)c3ccc(CSc4ccccc4)cc3)CC2)cc1	1	15	0	-4	4	11	-19	-8
COc1ccccc1-c1cc(C(F)(F)F)nc(NCc2ccco2)n1	3	20	-2	4	3	8	5	5
COc1cccc(N(CC(=O)NC2CCCCC2)C(=O)CCCC(=O)Nc2ccccn2)c1	-24	9	9	-4	4	-3	-7	-1
COc1ccccc1-n1c(C)nc2cc(C(=O)NCC3CCCO3)ccc21 (configuration not stated)	-26	-5	-9	0	10	-7	-42	-4
CN(Cc1ccccc1)C(=O)c1ccccc1N(C)S(=O)(=O)c1ccccc1	-1	-3	6	-7	-2	3	8	-2
Cn1c(=O)c(Nc2ccc(O)cc2)c2c3c(cccc31)C(=O)c1ccccc1-2	1	6	11	-9	6	-134	23	1
CC(=O)Cc1nsc(NC(=O)c2ccc(F)cc2)n1	4	0	-17	-15	3	-4	-19	-12
CCOC(=O)c1c(NC(=O)CS(=O)(=O)c2cn(CC)c3ccccc23)sc2c1CCCCC2	16	14	-4	-6	4	-13	8	6
COc1ccc(C)cc1NC(=O)C(=O)c1cn(CC(=O)N2CCCC2)c2ccccc12	5	21	-11	-6	-6	-2	22	0
Cc1ccc(C)c(OCCC(=O)OCC(=O)NCCNC(=O)COC(=O)CCOc2cc(C)ccc2C)c1	-1	19	-3	3	-10	15	-15	1
N=c1c(C(=O)NC2CCCC2)cc2c(=O)n3ccccc3nc2n1C1CCCCC1	13	-3	-23	3	2	13	2	-7
Cc1ccc(S(=O)(=O)N2CCC(=O)N(C(COCc3ccccc3)C(C)C)CC2)cc1 (configuration not stated)	-1	15	-9	6	13	-6	-5	-2
CCN(CC)C(=O)C1CCCN(C(=O)c2cc(COc3ccc4ncccc4c3)on2)C1 (configuration not stated)	29	-1	10	2	-11	-2	-22	7
Cc1cccc(NC(=S)Nc2cccc3ccccc23)c1	-18	93*	-30	89*	46	-62	-106	2

Rewritten field by field: part of the list above.
N=c1c(C(=O)NC2CCCC2)cc2c(=O)n3ccccc3nc2n1C1CCCCC1
  Gli-Sufu antag = 13; Apaf-1 inh = -3; Jurkat NFkB inh = -23; SENP8 inh = 3; SENP7 block = 2; UBC13 inh = 13; 697 NFkB inh = 2; HKDC1 inh = -7

COc1ccccc1-c1cc(C(F)(F)F)nc(NCc2ccco2)n1
  Gli-Sufu antag = 3; Apaf-1 inh = 20; Jurkat NFkB inh = -2; SENP8 inh = 4; SENP7 block = 3; UBC13 inh = 8; 697 NFkB inh = 5; HKDC1 inh = 5

CC(=O)N1CN(C2CCCC2)Cc2c1sc1c2CCCC1
  Gli-Sufu antag = 10; Apaf-1 inh = 12; Jurkat NFkB inh = 3; SENP8 inh = -13; SENP7 block = -10; UBC13 inh = -11; 697 NFkB inh = -25; HKDC1 inh = -3

CC(=O)NC12CC3CC(C1)CC(C(=O)N1CCN(S(=O)(=O)c4ccc(C(C)C)cc4)CC1)(C3)C2
  Gli-Sufu antag = 12; Apaf-1 inh = 4; Jurkat NFkB inh = -14; SENP8 inh = 2; SENP7 block = 0; UBC13 inh = -1; 697 NFkB inh = -64; HKDC1 inh = 4
